Assay outcomes: PubChem, National Center for Advancing Translational Sciences (NCATS)
Menin-MLL TR inh: inhibitors of human menin-MLL interaction, mutant MLL peptide; Menin + Texas Red MLL mutant peptide, fluorescence polarization; Potency, µM (series often up to 61.6 µM), without a hit: at the top dose FP activity change, negative = inhibition, most hits filed as inhibitors; actives 0.23% (n = 270,000); active means well fitted inhibition curve with a large enough effect in the polarisation, with a control signal flat, not every such curve was filed as active; inconclusive means small, poorly fitted or top-dose-only effect, or effect the other way, or a change in a side signal; inactive means no such curve, though single readings can be large or run the other way; the % refers to the polarisation; further: potency means the concentration at half of the fitted maximal effect; % of control where 0% means no effect; many of its hits are not listed in these tables
MBNL1 CUG block: blocks human MBNL1 binding to CUG repeat RNA; TR-FRET MBNL1-His/biotin-(CUG)12 binding, 665/545 ratio; actives 0.036% (n = 280,000); Potency, µM (top dose mostly 57.5 µM), for inactives: at the highest dose activity change, negative = inhibition, usual class: inhibitors; active means well fitted inhibition curve with a large enough effect in the signal ratio, with a control signal flat, not every such curve was filed as active; inconclusive means small, poorly fitted or top-dose-only effect, or effect the other way, or a change in a side signal; inactive means no such curve, though single readings can be large or run the other way; the % refers to the signal ratio; further: potency means the concentration at half of the fitted maximal effect; on the % scale 0 is the no-effect control and ±100 the full control effect
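Inhibition of protein-RNA binding appears as loss of TR-FRET between terbium anti-His antibody on MBNL1-His and streptavidin-XL665 on biotin-(CUG)12. Activity is normalized to buffer-only and uninhibited-complex controls.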
NPC1 promoter act: activates the NPC1 promoter | Huh7 NPC1 promoter luciferase reporter, 24 h | AID 485313 | Potency, µM (doses to about 9.22 µM), without a hit: top-dose activation, actives largely listed as activators | actives 2.4% (n = 320,000);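 further: potency means the concentration at half of the fitted maximal effect; % of control where 0% means no effect; nearly all actives have a fitted effect of over 60% in size; reporter is driven by a mutant NPC1 promoter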
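Luciferase expression driven by the NPC1 promoter was measured in stably transfected Huh7 cells after a 24 h compound incubation, using a luciferase reagent and a luminescence read.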
Gal4-VP16 FLuc: Gal4-VP16 reporter inhibition counter-screen. Drosophila S2 Gal4-VP16 UAS-luciferase, luminescence, 20 h. Potency, µM (highest dose often 53.6 µM), for inactives: at the highest dose activity, negative = inhibition, actives largely listed as inhibitors. actives 3.5% (n = 310,000). AID 2546;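 further: Gal4-VP16 expression switched on by copper sulfate through the metallothionein promoter; potency means the concentration at half of the fitted maximal effect; on the % scale 0 is the no-effect control and ±100 the full control effect; nearly all actives have a fitted effect of over 50% in size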
Rab9 prom act: activates the Rab9 promoter. actives 2.8% (n = 320,000). Huh7 Rab9 promoter-luciferase reporter, luminescence, 24 h. Potency, µM (highest dose often 9.22 µM), for the others: top-dose activation, negative = inhibition, hits mostly activators; further: potency means the concentration at half of the fitted maximal effect; % of control where 0% means no effect; nearly all actives have a fitted effect of over 60% in size
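Using Huh7 cells stably transfected with Rab9 promoter–luciferase, compounds were incubated 24 h at 37 °C, 5% CO2; luciferase luminescence was read 10 min after reagent addition.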
Mito fusion act: mitochondrial division inhibition or fusion activation. Potency, µM (series often up to 46.1 µM), inactives show top-dose growth rescue (activation), hits mostly activators. S. cerevisiae fusion-defective mutant growth rescue, CellTiterGlo 48 h. actives 0.23% (n = 320,000);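 further: potency means the concentration at half of the fitted maximal effect; % of control where 0% means no effect; nearly all actives have a fitted effect of over 45% in size; temperature-sensitive fusion mutants such as fzo1-1 at 37 °C on non-fermentable ethanol glycerol medium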
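S. cerevisiae fusion-defective temperature-sensitive mutants (e.g. fzo1-1, mgm1-5) grown 48 h at 37C in YPEG (ethanol/glycerol non-fermentable) medium with 23 nl compound per well; growth rescue read as CellTiterGlo luminescence.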
KCNH2 3.1 inh: inhibitors of human KCNH2 3.1 potassium channel isoform. U2OS KCNH2 3.1, thallium flux FluxOr; stronger effect = lower value. activity change, % (tested at about 1.8 µM). actives 0.95% (n = 340,000);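 active means maximum activity change below -70%; inconclusive means maximum activity change from -70% to -50%; inactive means maximum activity change above -50%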;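 further: thallium influx rate constant from kinetic fluorescence after stimulation buffer; on the % scale 0 is the no-effect control and ±100 the full control effect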
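Normalized rate constant (relative to positive and negative DMSO controls) derived from a 2 min kinetic fluorescence read after stimulation; U2OS cells expressing the 3.1 isoform via virus at 1.77 x 10^8 /mL.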
FLuc counter: firefly luciferase modulation, counter-screen for miR-21 project. P08659. purified FLuc, Km substrates, luminescence inhibition. Potency, µM (highest dose often 57.5 µM), for the others: top-dose activity change, negative = inhibition, hits mostly inhibitors. actives 6.9% (n = 360,000). AID 588342;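 further: potency means the concentration at half of the fitted maximal effect; plate controls were vehicle for no effect and reference inhibitor for full effect; nearly all actives have a fitted effect of over 55% in size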
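Purified P. pyralis luciferase, 10 nM final, with Km-level 10 uM D-luciferin and 10 uM ATP in 50 mM Tris acetate pH 7.5, 10 mM Mg acetate, 0.01% Tween-20, 0.05% BSA; 6-point qHTS titration about 60 µM downward; luminescence read.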
ELG1 repair inh: blocks ELG1-dependent DNA repair in HEK293T cells; Potency, µM (highest dose often 46.1 µM), for inactives: at the top dose activity change, negative = inhibition, hits mostly inhibitors; actives 2.3% (n = 330,000); AID 504467; HEK293T ELG1-luciferase reporter, luminescence, 16 h; DNA damage induced by 5-fluorouridine; further: potency means the concentration at half of the fitted maximal effect; on the % scale 0 is the no-effect control and ±100 the full control effect; nearly all actives have a fitted effect of over 55% in size
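Reporter activity after DNA damage by 5-fluorouridine is monitored. Compound-treated cells incubate 16 hr at 37 °C, then ONE-Glo is added for 30 min before luminescence reading.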
PKM2 activator: increases activity of human pyruvate kinase M2. actives 0.34% (n = 260,000). P14618. Potency, µM (titrated, usually from 57.5 µM), for inactives: top-dose activation, usual class: activators. AID 1631. purified PKM2, Kinase-Glo ATP luminescence, activation; response scale: 0% is enzyme alone, no compound; further: potency means the concentration at half of the fitted maximal effect; on the % scale 0 is the no-effect control and ±100 the full control effect; nearly all actives have a fitted effect of over 55% in size
Target sequence (P14618 whole entry, looked up): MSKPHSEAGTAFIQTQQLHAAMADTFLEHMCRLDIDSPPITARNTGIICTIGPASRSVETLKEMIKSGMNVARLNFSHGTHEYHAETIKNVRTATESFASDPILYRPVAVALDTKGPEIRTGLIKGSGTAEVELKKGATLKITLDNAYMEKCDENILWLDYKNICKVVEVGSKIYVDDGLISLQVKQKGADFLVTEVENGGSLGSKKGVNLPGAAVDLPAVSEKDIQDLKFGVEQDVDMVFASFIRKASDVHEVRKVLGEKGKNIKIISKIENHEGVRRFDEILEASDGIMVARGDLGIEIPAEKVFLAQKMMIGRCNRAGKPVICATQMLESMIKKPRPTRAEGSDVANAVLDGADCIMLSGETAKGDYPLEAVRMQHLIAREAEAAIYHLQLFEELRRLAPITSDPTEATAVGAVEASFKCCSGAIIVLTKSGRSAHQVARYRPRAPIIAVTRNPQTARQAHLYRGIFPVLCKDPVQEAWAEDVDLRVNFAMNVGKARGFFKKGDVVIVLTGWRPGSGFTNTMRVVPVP
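Purified hPK-M2 (>95%) run at intermediate activity with 0.1 mM ADP and 0.5 mM PEP in 50 mM imidazole pH 7.2, KCl, MgCl2; 1 h room temperature. ATP formed read by Kinase-Glo luminescence; normalized to uninhibited and no-enzyme controls.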
RORg inh: ROR gamma (mouse) transcription inhibition; P51450; Drosophila S2 Gal4-RORgamma UAS-luciferase reporter, 20 h; Potency, µM (doses to about 53.6 µM), inactives show at the highest dose activity change, negative = inhibition, usual class: inhibitors; actives 5.4% (n = 310,000); AID 2551; further: potency means the concentration at half of the fitted maximal effect; on the % scale 0 is the no-effect control and ±100 the full control effect; nearly all actives have a fitted effect of over 60% in size
Target sequence (P51450 whole entry, looked up, the tested form may be a part): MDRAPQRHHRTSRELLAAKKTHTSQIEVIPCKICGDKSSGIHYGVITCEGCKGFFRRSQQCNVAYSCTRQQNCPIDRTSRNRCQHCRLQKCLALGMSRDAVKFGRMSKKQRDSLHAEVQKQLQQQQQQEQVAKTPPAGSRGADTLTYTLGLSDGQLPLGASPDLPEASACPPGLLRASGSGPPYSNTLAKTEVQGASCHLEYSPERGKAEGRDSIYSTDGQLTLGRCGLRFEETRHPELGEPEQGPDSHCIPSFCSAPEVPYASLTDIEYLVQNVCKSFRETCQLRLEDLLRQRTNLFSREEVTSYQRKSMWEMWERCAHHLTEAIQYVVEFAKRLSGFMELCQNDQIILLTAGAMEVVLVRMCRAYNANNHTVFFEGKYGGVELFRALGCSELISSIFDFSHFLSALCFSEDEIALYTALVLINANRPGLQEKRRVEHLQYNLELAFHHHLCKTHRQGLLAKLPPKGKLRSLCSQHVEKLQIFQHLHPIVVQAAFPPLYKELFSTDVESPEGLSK
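Schneider cells (Drosophila), stable Gal4 DBD–ROR gamma + UAS-luc; 1 hr cmpd preincubation; Cu2+ induction 700 uM final; 20 hr ambient; luminescence.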
An asterisk follows results filed as active; ? = inconclusive; · = no result given; [ ] = another dose, or the depositor's remark. Unless noted, the call rests on the fitted dose curve; in most records, active means well fitted curve in the direction sought with a large enough effect; inconclusive means small, poorly fitted or top-dose-only effect, or another doubt; inactive means no such curve, though single readings can be large; an effect the other way counts as inactive or inconclusive.

SMILES	Menin-MLL TR inh	MBNL1 CUG block	NPC1 promoter act	Gal4-VP16 FLuc	Rab9 prom act	Mito fusion act	KCNH2 3.1 inh	FLuc counter	ELG1 repair inh	PKM2 activator	RORg inh
NS(=O)(=O)c1ccc(CNC(=O)c2csc3c2CCCC3)cc1	-18%	-2%	-3%	-9%	2%	-7%	-10	-2%	4%	-2%	-26%
O=C(Nc1ccc(-c2cn3c(n2)SCC3)cc1)c1ccc2c(c1)OCO2	?	18%	22%	-18%	?	9%	13	?	?	11%	1%
CCNc1nc(NC(C)C)nc(SCCOc2ccc(C)cc2)n1	-14%	8%	2%	?	3%	-2%	-13	5%	11%	0%	-30%
COc1ccc(C(=O)OCCNC(=O)c2ccncc2)cc1OC	-9%	-7%	-10%	0%	2%	-2%	7	0%	-1%	3%	34%
Cc1cccn2cc(CNc3ccccc3)nc12	0%	-1%	?	1%	?	-8%	21	?	?	-5%	?
COc1ccccc1-c1noc(-c2ccccc2C(=O)N2CCOCC2)n1	-1%	-6%	3%	0%	-6%	1%	2	0%	8%	-1%	0%
CCOC(=O)Cc1csc(NC(=O)CSc2nnc(-n3nc(C)cc3C)c3ccccc23)n1	-13%	25%	1%	-11%	1%	11%	-6	3%	?	-1%	3%
CC1(C)OC(=O)C(=CNC(CCC(N)=O)C(=O)O)C(=O)O1 (stereo unspecified)	2%	0%	-2%	-1%	-4%	-6%	4	2%	15%	4%	-13%
Brc1ccc(Oc2nnnn2-c2ccccc2)cc1	-1%	-1%	1%	11%	-4%	0%	1	-22%	7%	12%	?
CC(=O)c1cn(C)c(=O)c2ccccc12	·	-4%	5%	-12%	2%	-1%	-20	1%	?	-11%	15%
CN1CCN(CC2(O)CCN(S(=O)(=O)c3ccc(Cl)cc3)CC2)CC1	-12%	0%	-2%	-6%	-8%	-9%	1	1%	-5%	2%	-8%
O=C(N/C(=C/c1cccs1)C(=O)N1CCCC1)c1ccccc1	5%	8%	-3%	-6%	0%	-4%	1	2%	9%	·	11%
O=C1C2CCCN2C(c2ccco2)N1c1ccc(F)cc1 (stereo unspecified)	-3%	2%	-1%	0%	-3%	0%	-1	-1%	?	0%	5%
Cc1nnc(NC(=O)c2ccc3nccnc3c2)s1	·	·	11%	·	25%	9%	-16	15µM*	?	·	·
O=C(CN1CCc2ccccc2C1)Nc1ccc(F)cc1	5%	-11%	-6%	-6%	-3%	-1%	1	3%	2%	6%	-1%
C=CCn1c(=NC(=O)c2ccc(S(=O)(=O)N3CCCc4ccccc43)cc2)sc2cc(S(N)(=O)=O)ccc21	-1%	8%	-6%	9%	-9%	-1%	7	0%	-14%	5%	6%
COc1ccc(C(=O)CN2C(=O)NC3(CCCCCC3)C2=O)c(OC)c1	·	·	11%	·	17%	4%	-2	1%	?	·	·
COc1ccc(CCNC2CCC(c3ccccc3)CC2)cc1 (stereo unspecified)	-25%	-4%	0%	-7%	-2%	-5%	-26	-3%	1%	-1%[11.5 µM]	-13%
Cc1ccc(S(=O)(=O)N(CC(O)CN2CCCC2)c2ccccc2)cc1 (stereo unspecified)	-2%	-4%	-3%	0%	1%	-4%	-15	3%	-6%	3%	3%
COc1cc(C)c(C(C)C)cc1S(=O)(=O)NC1CC(C)(C)NC(C)(C)C1	-13%	1%	7%	19%	-1%	0%	5	1%	-7%	0%	-28%
Cc1ccc(NC(=O)C(=Cc2ccc(C(=O)O)cc2)C(=O)Nc2ccc(C)cc2C)c(C)c1	·	-9%	-28%	?	-39%[inhibitor]	1%	·	?	16µM*	9%	16µM*
Cc1ccccc1-c1nc(-c2ccc(Br)o2)no1	18%	5%	1.8µM*	-1%	2.2µM*	-5%	11	3.4µM*	?	·	-19%
O=C(O)C1CCN(c2ccc(S(=O)(=O)N3CCCCC3)cc2[N+](=O)[O-])CC1	·	·	-2%	·	-2%	-1%	1	-1%	-8%	·	·
Cc1cc(C)[n+]2[nH]c(N)c(N=Nc3ccccc3)c2n1	·	?	9%	-2%	7%	-2%	3	15µM*	?	1%	-34%
CC(C)c1c(C(=O)N/N=C/c2ccsc2)nnn1-c1nonc1N	·	1%	-8%	-3%	-1%	-1%	-49	21µM*	27%	·	-14%
CCOc1ccc(C(=O)Nc2ccc(NC(=O)c3cccs3)cc2)cc1[N+](=O)[O-]	15%	3%	-1%	?	1%	-3%	-99*	-1%	?	-6%	14µM*
COc1ccccc1CN1CCNC(=O)C1CC(=O)N(C)CC1CCOCC1 (stereo unspecified)	·	-6%	-4%	-7%	-1%	2%	38	0%	16%	·	-9%
C=CCNc1oc(Cc2cccc3ccccc23)nc1C#N	16%	-9%	1%	-2%	5%	13%	-12	7%	-1%	-6%	-9%
S=c1nc(-c2ccccc2Br)[nH][nH]1	-10%	0%	2%	-8%	-1%	1%	4	-7%	16%	-12%	?
Cc1cc2cc(CNC(=O)c3ccc(Br)o3)ccc2[nH]1	·	28%	-1%	1%	-1%	11%	0	-15%	2%	5%	-15%
Cc1cccc(NC(=S)NNC(=O)c2cccc([N+](=O)[O-])c2)c1	·	?	-5%	-13%	2%	8%	18	?	-6%	1%	-32%
CC(C)(C)n1cnc2cc(NC(=O)c3ccccc3)ccc21	5%	-9%	1.4µM*	-1%	1.4µM*	-9%	5	6µM*	?	-17%[11.5 µM]	?
CN(C)S(=O)(=O)c1cccc(NC(=S)N/N=C/C(c2ccccc2)c2ccccc2)c1	-16%	·	-2%	5µM*	-1%	1%	4	-3%	13%	-21%	3.5µM*
Fc1cccc(/C=C2\CCCC3=C2NC(=S)NC3c2cccc(F)c2)c1 (stereo unspecified)	·	·	-3%	3.5µM*	-2%	-7%	-8	-5%	?	0%	2.8µM*
CNC1=C([N+](=O)[O-])CC([N+](=O)[O-])=C(N2CCNCC2)N1C	0%	3%	0%	-6%	1%	2%	2	-2%	12%	·	-15%
Cn1c(S(=O)(=O)Cc2ccc(Cl)cc2)nc2ccccc21	1%	3%	-4%	-5%	-6%	10%	-2	-6%	-1%	-2%	?
OC(COc1ccc2ccccc2c1Br)Cn1ccnc1 (stereo unspecified)	3%	22%	-5%	-4%	-2%	-10%	1	?	-18%	9%	35%
CC(C)C(C(=O)O)N1C(=O)/C(=C/C=C/c2ccco2)SC1=S (stereo unspecified)	?	?	-3%	-12%	0%	-1%	-3	-19%	13%	9%	11%
O=C(Nc1cccc(C(F)(F)F)c1)c1cccnc1NCCc1ccccc1	?	·	2%	?	4%	-12%	-15	-10%	30%	-13%	?
Cc1nnc(NC(=O)C2CCN(c3nnnn3-c3ccccc3)CC2)s1	-22%	-3%	1%	0%	-5%	3%	-1	1%	-19%	0%	30%
COc1ccc2c(c1)C(=O)C(=O)N2CCS(=O)(=O)c1ccccc1	·	15%	-3%	-3%	-1%	3%	-18	?	-3%	·	4%
O=C(Cc1ccc(Br)cc1)NCc1ccccc1	-4%	-9%	-28%	-7%	-17%	2%	1	-17%	?	-5%	8%
COc1cccc(CN2CCN(Cc3ccco3)CC2)c1	0%	-5%	-1%	1%	-3%	2%	10	-2%	?	·	-3%
CC(/C=C/c1ccccc1)=N/NC(=O)CCC(=O)Nc1ccccc1C	2%	?	-1%	-14%	-4%	0%	-1	-4%	25%	-17%	25%
COc1ccc(NC(=O)c2cccc(N3C(=O)c4cccc([N+](=O)[O-])c4C3=O)c2)cc1	·	?	-3%	-9%	13%	0%	20	8.5µM*	?	-9%	-41%
Cc1ccccc1C(=O)Nc1ccnn1C1CCN(CC2CC=CCC2)CC1 (stereo unspecified)	·	-5%	-3%	-3%	-3%	-2%	-44	-2%	20%	1%	1%
CCCN(CCC)CCNC(=O)C1CCN(S(=O)(=O)c2cccc3nsnc23)CC1	-2%	?	0%	-6%	0%	-2%	-1	-1%	?	-11%[0.46 µM]	-17%
CC(C)CCN(C(=O)CCSc1ccc(F)cc1)c1c(N)n(Cc2ccccc2)c(=O)[nH]c1=O	·	·	-2%	·	-5%	-3%	14	-4%	2%	·	·
CCCCN1C(=O)C(O)(CC(=O)c2c(C)n[nH]c2C)c2cc(Br)ccc21 (stereo unspecified)	1%	-14%	-2%	-3%	0%	2%	-3	0%	-5%	1%	13%

A portion of the library; count on the stated rates, not on these rows.
